# KDM5B inhibitor = inhibitors of human KDM5B histone demethylase; Q9UGL1; KDM5B demethylase, FDH-coupled NADH fluorescence (FDH is formaldehyde dehydrogenase); Potency, µM (top dose mostly 57.7 µM), inactives show top-dose activity change, negative = inhibition, most hits filed as inhibitors; 2.6% of 220,000 active; AID 1347165; active = well fitted inhibition curve with a large enough effect; inconclusive = small, poorly fitted or top-dose-only effect; inactive = no such curve, though single readings can be large or run the other way; also: 0% is about no effect; nearly all actives have a fitted effect of over 70% in size
# Target sequence (Q9UGL1 whole entry, looked up): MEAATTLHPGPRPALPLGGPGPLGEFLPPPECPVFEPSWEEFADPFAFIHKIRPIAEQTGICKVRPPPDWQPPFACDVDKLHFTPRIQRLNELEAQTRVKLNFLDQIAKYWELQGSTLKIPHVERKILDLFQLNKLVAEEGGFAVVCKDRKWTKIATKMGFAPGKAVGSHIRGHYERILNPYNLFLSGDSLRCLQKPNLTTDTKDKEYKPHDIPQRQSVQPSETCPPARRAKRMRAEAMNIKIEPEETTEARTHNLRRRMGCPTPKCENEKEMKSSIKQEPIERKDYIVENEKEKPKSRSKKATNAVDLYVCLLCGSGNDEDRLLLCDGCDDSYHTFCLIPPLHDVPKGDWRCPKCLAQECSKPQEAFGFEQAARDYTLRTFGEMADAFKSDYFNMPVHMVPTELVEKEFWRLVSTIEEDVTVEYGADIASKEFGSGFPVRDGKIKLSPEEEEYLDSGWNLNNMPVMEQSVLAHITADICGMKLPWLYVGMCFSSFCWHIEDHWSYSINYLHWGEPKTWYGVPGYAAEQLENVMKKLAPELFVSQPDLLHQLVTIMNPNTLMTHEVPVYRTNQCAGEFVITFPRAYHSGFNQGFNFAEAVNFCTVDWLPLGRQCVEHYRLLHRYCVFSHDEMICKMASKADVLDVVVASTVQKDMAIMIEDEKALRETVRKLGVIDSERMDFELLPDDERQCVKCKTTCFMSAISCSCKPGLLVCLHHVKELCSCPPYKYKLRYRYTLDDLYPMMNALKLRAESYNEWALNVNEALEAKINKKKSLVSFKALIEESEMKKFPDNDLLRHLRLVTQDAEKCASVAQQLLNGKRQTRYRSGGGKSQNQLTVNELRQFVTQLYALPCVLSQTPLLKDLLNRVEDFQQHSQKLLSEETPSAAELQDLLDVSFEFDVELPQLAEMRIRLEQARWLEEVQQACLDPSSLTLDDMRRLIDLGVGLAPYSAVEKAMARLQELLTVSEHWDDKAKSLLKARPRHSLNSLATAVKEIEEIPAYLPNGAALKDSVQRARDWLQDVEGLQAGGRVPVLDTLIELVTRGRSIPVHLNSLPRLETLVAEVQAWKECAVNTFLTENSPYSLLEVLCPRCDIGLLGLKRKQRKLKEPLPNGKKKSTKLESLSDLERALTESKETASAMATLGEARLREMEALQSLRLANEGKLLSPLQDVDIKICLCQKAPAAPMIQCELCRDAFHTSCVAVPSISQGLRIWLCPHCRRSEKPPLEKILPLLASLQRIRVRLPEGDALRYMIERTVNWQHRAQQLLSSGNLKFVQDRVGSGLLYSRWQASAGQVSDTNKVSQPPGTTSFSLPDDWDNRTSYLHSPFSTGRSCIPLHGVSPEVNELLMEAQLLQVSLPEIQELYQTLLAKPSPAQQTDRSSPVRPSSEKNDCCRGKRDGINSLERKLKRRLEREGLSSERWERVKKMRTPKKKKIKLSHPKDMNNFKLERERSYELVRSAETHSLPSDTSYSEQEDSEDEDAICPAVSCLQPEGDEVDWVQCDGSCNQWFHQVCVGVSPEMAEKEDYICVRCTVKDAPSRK
#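 Compound dilutions met 200 nM (final) KDM5BΔAP for 10 min at room temperature before substrate addition. The substrate mix held 12.5 µM H3K4me3 with cofactors 25 µM α-ketoglutarate and 50 µM Fe²⁺. NADH signal gain over 30 min defined activity.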
# An asterisk follows results filed as active; i = inactive; u = inconclusive; [ ] = another dose, or the depositor's remark. Potency is read from the fitted curve at half-maximal effect. Not all compounds are listed; the hit share may differ from the screen's.
SMILES,KDM5B inhibitor
COc1ccc(Cn2c(CO)cnc2SCc2cccc(C)c2)cc1,-5%
CCN(CCCNC(=O)CSc1cc(=O)n(C)c2cc(Cl)ccc12)c1cccc(C)c1,-11%
O=C1CCc2cc(C(=O)OC3CCOC3=O)ccc2N1 (stereo not given),28%
O=C(Nc1ccc(Br)cc1)c1cc(S(=O)(=O)Nc2ccccn2)ccc1Cl,u
COc1cccc(/C=C/c2nc(C#N)c(NCc3ccc4c(c3)OCO4)o2)c1,i
O=C1NC2(C(=O)Nc3cccc(Br)c3)CCC(=O)N2c2ccccc21 (stereo not given),4%
COc1cc(NC(=O)C2CCN(S(=O)(=O)c3ccc4c(c3)oc(=O)n4C)CC2)cc(OC)c1,-18%
Cc1cc(CN(C)C(=O)c2cc(COc3cncc(Cl)c3)on2)on1,15%
O=c1c2sccc2ncn1Cc1coc(-c2ccccc2Cl)n1,8%
CCNC(=S)NNC(=S)NCC1CCCO1 (stereo not given),-3%
O=C(Cc1ccccc1)N1CCC[C@H]1c1nc(-c2ccccc2)no1,-11%
CCc1cccc(CC)c1NC(=O)c1ccc(CSc2ccc(C)cc2)cc1,18%
CCOc1ccc(/C=C(\C#N)c2nc(-c3cc4ccccc4oc3=O)cs2)c(OCC)c1,-23%
CN(C)C[C@@H]1CN(S(C)(=O)=O)C[C@H]1NC(=O)c1ccco1,-18%
Cc1cc(OCC(=O)N2CCOCC2)ccc1[N+](=O)[O-],24%
CC(=O)Nc1ccc(NC(=O)C(C)On2nnc3ccc(Cl)cc32)cc1 (stereo not given),3%
O=C(NC(=S)Nc1ccc(N2CCCC2)cc1)c1ccc(F)cc1,-7%
CS(=O)(=O)c1ccc(-c2cnc([C@@H]3COCCN3Cc3ccccc3)[nH]2)cc1,6%[86.2 µM]
CCc1ccccc1NC(=O)CC1NCCNC1=O (stereo not given),7%
COc1cccc(NC(=O)CN2C=NS(=O)(=O)c3ccccc32)c1,-16%
O=C(CCC[C@@H]1[C@H]2CCCN3CCC[C@@H](CN1C(=O)c1ccccc1)[C@@H]23)NCCCN1CCCCC1,0%
CC(NC(=O)c1ccc(SC(F)(F)F)cc1)c1ccccn1 (stereo not given),15%
Brc1cccc(CNCCCn2ccnc2)c1,-4%
COCCC1(CO)CCCN(C(=O)c2ccc(S(N)(=O)=O)cc2)C1 (stereo not given),-1%
Cc1ccsc1CN1CCCC(CO)CCNC(=O)CC1 (stereo not given),u

# Following part:
SMILES,KDM5B inhibitor
COc1ccc(N(Cc2cc3ccccc3[nH]c2=O)C(=O)c2cccc(Cl)c2)cc1,-19%
Cc1nc2c(cnn2C(C)C)cc1C(=O)N(C)Cc1ccc(Cl)c(Cl)c1,5%
CCC(=O)N1Cc2ccccc2OC2(CCN(C)CC2)C1,4%
C=CCNC(=O)c1cnn2cc(C)ccc12,40µM*
O=C(NC1Cc2ccccc2C1)c1cccs1,5%
O=C(NCC1(COc2cnccn2)C[C@@H](O)[C@@H](O)C1)Nc1cccnc1 (stereo not given in full),u
CCn1cc2nc(SCc3ccc(F)cc3)n(CCc3ccccc3)c(=O)c2n1,4%
CC(=O)c1c(C)[nH]c(C(=O)Cn2cnc3ccccc3c2=O)c1C,-1%
CCNC(=O)CCc1c(CC)nn(-c2ccccc2)c1Oc1ccccc1F,7%
CCCCn1nnc(NC(=O)COc2cccc(C)c2)n1,-5%
COc1ccc(Nc2cc(C)nc3nc(-c4ccc(C)cc4)nn23)c(OC)c1,-6%
COc1cc(CNC(=O)c2c(C)noc2C(C)C)ccn1,17%
COc1ccc2oc(=O)cc(CN3CCN(c4ccc(F)cc4)CC3)c2c1,-33%
CCOC(=O)c1c(C)[nH]c(CCC(=O)NCCCN2CCN(c3cc(Cl)ccc3C)CC2)c1C,u
COCc1cn([C@H]2CO[C@H]3[C@@H]2OC[C@H]3OC(=O)Nc2ccc(C(C)=O)cc2)nn1,-13%[86.2 µM]
O=C(NC1CCCN(c2cc(-c3ccc(F)cc3)[nH]n2)C1)c1cccnc1 (stereo not given),-32%
CN1CCCN(C(=O)CCc2ccccc2)c2ccccc21,-12%
CCC(=O)N1Cc2ccccc2CC2(CCCN2CC2CCCC2)C1 (stereo not given),u
O=C(O)CCn1ncc2cc(OC3CCN(C(=O)COc4ccccc4)CC3)ccc21,-30%[86.2 µM]
Cc1ccc(NC(=O)C(Sc2nnnn2C2CC2)c2ccccc2)cc1 (stereo not given),-14%
Cc1ccc(Cl)cc1-n1ncc2c(NCCC3=CCCCC3)ncnc21,u
CC(C)C[C@@H](CO)NC(=O)[C@H](NC(=O)C(c1ccccc1)c1ccccc1)c1ccccc1,4%
O=C(CCc1ncc(-c2ccc(F)cc2)o1)NCC(c1ccccc1)N1CCCC1 (stereo not given),5%
COc1ccccc1CN1CCc2nc(C(=O)N3CCOCC3)oc2CC1,-26%[86.2 µM]
COc1cccc(CCC2CCCNC2)c1 (stereo not given),-6%

# Exported with the structure last: entries from further up
KDM5B inhibitor | mol
-1% | CC(=O)c1c(C)[nH]c(C(=O)Cn2cnc3ccccc3c2=O)c1C
7% | CCNC(=O)CCc1c(CC)nn(-c2ccccc2)c1Oc1ccccc1F
-5% | CCCCn1nnc(NC(=O)COc2cccc(C)c2)n1
-6% | COc1ccc(Nc2cc(C)nc3nc(-c4ccc(C)cc4)nn23)c(OC)c1
17% | COc1cc(CNC(=O)c2c(C)noc2C(C)C)ccn1
-33% | COc1ccc2oc(=O)cc(CN3CCN(c4ccc(F)cc4)CC3)c2c1
u | CCOC(=O)c1c(C)[nH]c(CCC(=O)NCCCN2CCN(c3cc(Cl)ccc3C)CC2)c1C
-13%[86.2 µM] | COCc1cn([C@H]2CO[C@H]3[C@@H]2OC[C@H]3OC(=O)Nc2ccc(C(C)=O)cc2)nn1
-32% | O=C(NC1CCCN(c2cc(-c3ccc(F)cc3)[nH]n2)C1)c1cccnc1 (stereo not given)
-12% | CN1CCCN(C(=O)CCc2ccccc2)c2ccccc21
u | CCC(=O)N1Cc2ccccc2CC2(CCCN2CC2CCCC2)C1 (stereo not given)
-30%[86.2 µM] | O=C(O)CCn1ncc2cc(OC3CCN(C(=O)COc4ccccc4)CC3)ccc21
-14% | Cc1ccc(NC(=O)C(Sc2nnnn2C2CC2)c2ccccc2)cc1 (stereo not given)
u | Cc1ccc(Cl)cc1-n1ncc2c(NCCC3=CCCCC3)ncnc21
4% | CC(C)C[C@@H](CO)NC(=O)[C@H](NC(=O)C(c1ccccc1)c1ccccc1)c1ccccc1
5% | O=C(CCc1ncc(-c2ccc(F)cc2)o1)NCC(c1ccccc1)N1CCCC1 (stereo not given)

# The results go on:
SMILES,KDM5B inhibitor
CC(=O)NC[C@H]1OC[C@@H](NCc2cccs2)[C@@H]1O,17%[115 µM]
NC(=O)[C@@H]1C[C@H](Oc2cccnc2)CN1S(=O)(=O)c1cccc(F)c1,-20%
O=C1CC(c2ccc(C(F)(F)F)cc2)c2sc(C(=O)O)c(-c3ccccc3)c2N1 (stereo not given),12%
CC(C)C[C@@H]1N[C@H](C(=O)NCc2ccccn2)Cc2cn(Cc3ccncc3)c3cccc1c23,-34%
COc1ccc(C2CC(c3c(O)n(C4CCCCC4)c(=O)[nH]c3=O)=Nc3ccccc3S2)cc1 (stereo not given),-13%
CC(C)NC(=O)NC(=O)COC(=O)c1ccc2ccccc2n1,u
CC(=O)Nc1ccc(S(=O)(=O)NCc2ccc(C)n2C)cc1,-4%
C=CC(C)n1c(Br)nc2c1c(=O)[nH]c(=O)n2C (stereo not given),6%
COc1cccc(C(=O)N2CCC(N3C[C@H](O)C[C@H]3C(=O)NCc3cccc(F)c3)CC2)c1,-16%
Cc1ccc(C(=O)N(Cc2cccs2)c2ccccn2)cc1,1%
Cc1cc2ccccc2n1CC(=O)NCCN1CCCC1,-30%
CCN1C(=O)C2CC3(CCN(C(=O)c4ccc5ncccc5c4)CC3)CN2C1=O (stereo not given),-10%
O=C(NCCc1ccc(Cl)cc1)C1CN(c2ccccc2)C(=O)N1 (stereo not given),0%
COCCNC(=O)[C@H]1C[C@@H](O)[C@H](O)[C@@H]2N=C(Nc3cc(OC)cc(OC)c3)S[C@@H]21,-6%[86.2 µM]
c1ccc(-c2nc3c(c(NCC4OCCc5ccccc54)n2)CCNC3)nc1 (stereo not given),u
COc1ccc2c(CNC3CCCCCC3)c(C(=O)O)n(Cc3cccc(F)c3)c2c1,-11%
COc1ccc(S(=O)(=O)NCC(c2ccco2)N2CCN(c3ccccc3F)CC2)cc1C (stereo not given),-20%
CCCCN1C(C(=O)c2ccccc2)=C(OC(=O)c2ccco2)c2ccccc2S1(=O)=O,0%
O=C(NCC1CCOCC1)c1c[nH]c2ccccc12,22%
Cc1c(Cl)cccc1NC(=O)CC1Oc2ccccc2NC1=O (stereo not given),-2%
CCn1nccc1C(=O)N1CCc2nc3cc(-c4ccccc4Cl)[nH]n3c(=O)c2C1,u
O=C(NCc1ccco1)[C@@H]1Cc2nc[nH]c2CN1Cc1cccs1,-23%[86.2 µM]
CC(C)NC(=O)Cn1cccc1-c1nc(-c2ccc(Cl)cc2)no1,16%
CCOc1ccc(CNC(=O)C2CCN(C3=NS(=O)(=O)C(c4ccc(C)cc4)=C3CC)CC2)cc1,-22%
COc1ccc(-c2cc3ccc(O)c(CN4CCOCC4)c3oc2=O)cc1OC,u

# (more compounds)
SMILES,KDM5B inhibitor
Cc1ccccc1NC(=O)COc1ccc(-c2nnc3n2CCCC3)cc1,22%
CCn1cc(S(=O)(=O)c2cc(C)cc(C)c2)c(=O)c2cc(F)c(N3CCCC3)cc21,u
COC(=O)[C@@]1(C)CC[C@]2(C)CC[C@]3(C)C(=CC(=O)C4[C@@]5(C)CCC(=O)C(C)(C)C5CC[C@]43C)[C@@H]2C1 (stereo not given in full),17%
COCC(=O)N(C1CCOCC1)C1CCN(S(=O)(=O)c2ccccc2F)CC1,-11%
CC(C)(C)NC(=O)COC(=O)c1n[nH]c(=O)c2ccccc12,8%
Cc1nc2c(sc3nc(N4CCOCC4)c4c(c32)CC(C)(C)OC4)c(-c2ccccc2)c1C(=O)O,u
CCC(C)NC(=O)Cc1ccc(NC(=O)N2CCCCc3ccccc32)cc1 (stereo not given),2%
CCc1ccc2nc(N(Cc3cccnc3)C(C)=O)sc2c1,-21%
COCc1cc(=O)n(CC(=O)Nc2ccc(C(C)C)cc2)c(N2CCOCC2)n1,-2%
c1ccc(Nc2c(-c3c[nH]c4ccccc34)nc3ccccn23)cc1,u
Cc1ccc(-c2nc3scc(CCNC(=O)c4cccc(Br)c4)n3n2)cc1,-12%
O=C(C[N+]1(CC#Cc2ccccc2)CCOCC1)c1ccccc1,-7%
CCOC(=O)C1CCN([C@H]2CS(=O)(=O)C[C@@H]2S(=O)(=O)c2ccc(Cl)cc2)CC1,26%
CCOc1ccc(C(=O)Nc2ccc(N3CCCC3)nc2)cc1OC,-8%
Cc1oc(-c2ccccc2)nc1CC(=O)NCCc1ccccc1,2%
COc1c(C)cccc1C(=O)NCC1CCN(c2cnn(C)c(=O)c2)C1 (stereo not given),6%
CCCNC(=O)N1CCC(N2C(=O)C(OC)C23CCOCC3)CC1 (stereo not given),-11%
Cc1cnc(C(=O)N2CCCN(C(=O)C3CC3)c3ccccc32)cn1,-4%
COc1ccccc1NC(=O)Cn1cc(S(=O)(=O)Cc2ccccc2)c2ccccc21,-21%
Cc1cc(C)n2nc(C(=O)N3CCC4(CC3)C(=O)Nc3ccccc34)cc2n1,28µM*
CN(Cc1cccnc1)C1CN(C(=O)c2cnn(C)c2)C1,-1%
COc1ccc(CCN2CNc3c(c(=O)[nH]c(=O)n3-c3ccccc3Cl)C2)cc1OC,-1%
COc1cccc(-c2ccc3c(n2)CNC(=O)CO3)c1,32µM*
C[C@H](O)[C@@H]1CN2CCc3ccc(N4CCOCC4)cc3[C@@H]2C[C@@H]1N(C)C(=O)c1cccc(Cl)c1,-20%
Cc1noc2c(N(C)C)cc(-c3ccccc3)nc12,5%[115 µM]

# Further entries:
SMILES,KDM5B inhibitor
COc1ccc(CC(=O)N2CC(=O)N(c3ccc(Cl)cc3)CC2C)cc1 (stereo not given),35%
CS(=O)(=O)OCCCOS(C)(=O)=O,18%
COC(=O)c1ccc(/C=N/OCc2ccc(OC)c(F)c2)cc1,11%
Cc1ccccc1-c1cc(=O)c2cc(NC(=O)c3cccnc3)ccc2o1,6%
O=C(Cn1cccc1-c1nc(-c2ccc(F)cc2)no1)NCCc1ccccc1,18%
CC1CCCN(C(=O)C(=O)c2cn(CC(=O)N3CCCCCC3)c3ccccc23)C1 (stereo not given),-18%
Cn1nc(C(=O)Nc2ccc(Br)cc2)c2ccccc2c1=O,-18%
O=C(NCCc1ccccc1)c1noc(-c2ccc(F)cc2)n1,3%
O=C(Nc1ccc(Cl)cc1Cl)c1ccn2cncc2c1,35µM*
COCc1nnc(NS(=O)(=O)c2ccccc2)s1,-7%
CC1(C(=O)NC2CCOCC2)CN(Cc2ccccc2)Cc2ccc(Nc3ccccc3)nc21 (stereo not given),28µM*
CC1(C)CC(=O)C2=C(C1)Nc1[nH]n(-c3ccccc3)c(=O)c1C2c1ccccc1F (stereo not given),-14%
Cc1ccc(-n2ncc3c(NCCc4ccccc4)ncnc32)cc1,u
CCC(=O)Nc1ccc(C(=O)N/N=C(\C)C(C)(C)C)cc1,6%
COc1ccc(-c2noc(-c3nc(-c4cc(OC)c(OC)c(OC)c4)no3)n2)cc1,-24%
COc1ccc(NC(=O)c2ccc3oc(=O)c(S(=O)(=O)c4ccc(F)cc4)cc3c2)c(OC)c1,-13%
Cc1oc2c(cc(NS(=O)(=O)c3ccc(C(C)C)cc3)c3ccccc32)c1C(=O)OCc1ccccc1,u
COCCN1Cc2nc(NCc3ccccc3)ccc2OCC1=O,35µM*
CCC1CN(Cc2cn(-c3ccccc3)nc2-c2ccc(OC)cc2F)CCO1 (stereo not given),u
Cc1ccccc1-n1c(C)c(C)c2c1ncn1nc(-c3cccnc3)nc21,-2%
CCCNC(=O)N[C@@H]1C=C(C(=O)N[C@H](CC(C)C)C(N)=O)C[C@@H](O)[C@@H]1O,-12%[86.2 µM]
